Screens (PubChem)
GDH-TPI inh – GDH-TPI coupling enzyme inhibitors, primary screen, artefact control for M. tuberculosis FBA inhibitor project, biochemical, absorbance, full deck. 360,000 tested, 1.2% active. GDH-TPI coupled enzyme counterscreen, NADH absorbance. inhibition, % at 4.8 µM; in the data active = inhibition above about 30%;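 note: 0% = DMSO wells and 100% = wells lacking the enzyme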
BioA inh – M. tuberculosis BioA enzyme inhibitors, primary screen, biochemical, plate reader, single point, HTS; 360,000 tested, 0.096% active; inhibition, % at 9.99 µM; purified M. tuberculosis BioA enzyme; in the data active = inhibition above about 40%; inconclusive = no clear call, values can overlap the other calls
Anthrax LF inh2 – Bacillus anthracis LF protease inhibitors, primary screen, biochemical, multiplex microsphere, MLPCN library; Lethal factor (Bacillus anthracis), P15917; multiplex microsphere protease cleavage assay; inhibition, % at 10 µM; 360,000 tested, 0.12% active; note: plate controls were buffer without enzyme for full effect and enzyme alone for no effect
Target sequence (P15917 whole entry, looked up): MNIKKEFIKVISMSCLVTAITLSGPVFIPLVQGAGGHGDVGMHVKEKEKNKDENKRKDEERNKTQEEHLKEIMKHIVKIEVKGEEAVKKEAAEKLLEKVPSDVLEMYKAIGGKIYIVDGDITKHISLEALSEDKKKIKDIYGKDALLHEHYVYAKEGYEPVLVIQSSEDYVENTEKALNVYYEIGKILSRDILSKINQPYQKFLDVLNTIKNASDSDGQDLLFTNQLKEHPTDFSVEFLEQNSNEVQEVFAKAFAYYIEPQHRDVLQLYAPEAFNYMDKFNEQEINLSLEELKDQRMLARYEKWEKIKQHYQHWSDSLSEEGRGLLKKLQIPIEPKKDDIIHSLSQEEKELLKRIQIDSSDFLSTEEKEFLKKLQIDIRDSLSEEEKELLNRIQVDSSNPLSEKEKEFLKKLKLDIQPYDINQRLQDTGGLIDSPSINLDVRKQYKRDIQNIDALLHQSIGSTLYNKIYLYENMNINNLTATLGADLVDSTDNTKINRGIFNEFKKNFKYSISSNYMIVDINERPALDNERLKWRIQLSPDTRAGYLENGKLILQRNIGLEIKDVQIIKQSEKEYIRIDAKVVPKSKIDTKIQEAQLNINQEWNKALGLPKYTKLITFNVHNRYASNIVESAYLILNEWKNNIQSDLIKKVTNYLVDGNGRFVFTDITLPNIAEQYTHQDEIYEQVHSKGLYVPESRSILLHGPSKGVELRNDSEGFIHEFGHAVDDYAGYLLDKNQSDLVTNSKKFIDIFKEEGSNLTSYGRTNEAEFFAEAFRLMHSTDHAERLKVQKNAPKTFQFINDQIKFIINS
UGM FP inh – M. tuberculosis UGM enzyme inhibitors, primary screen, biochemical, fluorescence polarization, single point; purified UGM, fluorescence polarization probe displacement; AID 504406, 2011; inhibition, % at 10 µM; 320,000 tested, 0.06% active; in the data active = inhibition above about 10%, passing the limit was not always enough; inconclusive = no clear call, values can overlap the other calls
FadD28 binding – inhibitors of FadD28 bisubstrate probe binding, primary screen, biochemical, fluorescence polarization, single point; Mycobacterium tuberculosis FadD28 fatty-acid-AMP ligase; inhibition, % at 12.5 µM; 360,000 tested, 0.22% active; AID 588549, 2011; in the data active = inhibition above about 8.5%, passing the limit was not always enough; inconclusive = no clear call, values can overlap the other calls
PfHsp40 rescue – rescue of yeast from PfHsp40 toxicity, primary screen, S. cerevisiae, ATP luminescence. S. cerevisiae expressing PfHsp40, growth rescue. growth rescue, % at 12.5 µM. 340,000 tested, 0.68% active. AID 504582, 2011; in the data active = growth rescue above about 28%, passing the limit was not always enough; inconclusive = no clear call, values can overlap the other calls;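 note: yeast W303a lacking pdr1 and pdr3 grown in galactose medium; growth measured after three days at 30 °C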
BoNT-A LC inh2 – BoNT/A light chain protease inhibitors, primary screen, biochemical, flow cytometry, MLPCN library | multiplex microsphere protease substrate cleavage | inhibition, % at 10 µM | 360,000 tested, 0.17% active | AID 588499, 2011; note: plate controls were buffer without enzyme for full effect and enzyme alone for no effect
Mtb FBA inh – Mtb FBA enzyme inhibitors, primary screen, biochemical, fluorescence, strain H37Rv; Fructose-bisphosphate aldolase (Mycobacterium tuberculosis (strain ATCC 25618 / H37Rv)), …; 360,000 tested, 2.3% active; inhibition, % at 1 µM; AID 588726, 2011; purified M. tuberculosis FBA, fluorescence read-out; in the data active = inhibition above about 27%;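 note: 0% = vehicle and 100% = reference inhibitor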
BoNT F protease – BoNT/F light chain protease inhibitors, primary screen, biochemical, flow cytometry, MLPCN library; AID 588497, 2011; 360,000 tested, 0.22% active; Botulinum neurotoxin type F light chain protease (Clostridium botulinum); Multiplex microsphere protease cleavage assay; inhibition, % at 10 µM; in the data active = inhibition above about 35%, passing the limit was not always enough; inconclusive = no clear call, values can overlap the other calls; note: plate controls were buffer without enzyme for full effect and enzyme alone for no effect
Active calls of the source: *; ? = inconclusive; nt = not tested or not shown; & = joins results of further samples. Cut-off read from the data, not from the text of the source, unless noted: active = inhibition above about 30%; inconclusive = no clear call, values can overlap the other calls; inactive = below that.

molecule,BoNT F protease,PfHsp40 rescue,GDH-TPI inh,UGM FP inh,BioA inh,BoNT-A LC inh2,Anthrax LF inh2,Mtb FBA inh,FadD28 binding
O=C(OCC(=O)N1CCCC1)c1cccs1,0,-1.3,-9,-3.0,-0.6,0.6,-4,3,?
O=C(CCCCn1c(=O)[nH]c2ccccc2c1=O)NCc1ccc2c(c1)OCO2,7,-0.2,4,1.7,nt,0.2,2,-3,0.6
O=C(NNC(=O)c1cccnc1SCc1cccc([N+](=O)[O-])c1)c1cccnc1,-5,1.7,10,0.3,nt,-1.3,-2,-4,-0.4
CCc1sc(N2C(=O)C3C4CCC(C4=C(C)C)C3C2=O)nc1-c1ccccc1 (configuration not stated),-2,0.2,-2,-0.6,nt,-0.5,-3,3,-1.2
CCCc1nc2oc3c(NCC4CCCO4)ncnc3c2c2c1COC(C)(C)C2 (configuration not stated),0,-0.9,-13,0.2,1.5,0.7,1,12,-3.2
O=C(N/N=C/c1ccc(Br)s1)c1ccco1,?,0.9,66*,0.2,nt,-1.1,-2,-3,-2.9
Cc1cccc(OCC(=O)NCC(=O)N/N=C/c2ccc([N+](=O)[O-])cc2)c1,-1,-0.9,25,-4.7,nt,-0.8,0,-9,-2.8
C/C(=N\NC(=O)c1ccc(Br)cc1)c1ccccc1,-13,0.0,0,-0.3,nt,0.1,-3,2,-1.2
CC(=O)NCCC(=O)N1CCCC(C(=O)c2ccc3c4c(cccc24)CC3)C1 (configuration not stated),-3,-0.8,12,0.5,1.8,-1.4,-4,11,-1.7
O=C(C1CCC(C(=O)N2CCCCC2)CC1)N1CCCCC1 (configuration not stated),-5,-0.4,10,-0.6,-3.3,-0.6,3,-5,-2.6
O=C(N[C@@H](Cc1ccc(O)cc1)C(=O)O)c1cccnc1,-2,-1.2,-4,4.6,0.5,-0.2,-3,1,0.9
Cc1cc(OCC(=O)N2CCC(C(=O)O)CC2)c2c3c(c(=O)oc2c1)CCCC3,1,0.0,6,4.8,0.6,0.0,2,77*,-4.7
CCCCOc1ccc(CNC(=S)N/N=C/c2ccc(OC)c(OC)c2)cc1,5,1.0,21,2.5,-0.4,0.7,0,0,-1.5
C/C(CC(=O)Nc1ccc(Cl)cc1C(F)(F)F)=N\NC(N)=S,18,nt,11,3.5,1.4,-2.0,8,-1,-3.0
C[C@@]12C(=O)N(c3ccc(Cl)cc3)C(=O)N1[C@@H]1c3ccccc3OC[C@@H]1[C@H]2c1ccccc1,-8,0.3,1,-1.8,-2.1,-0.3,-6,-2,-3.0
O=C(COC(=O)c1cc[n+]([O-])cc1)Nc1ccc(Cl)cc1[N+](=O)[O-],-8,-2.7,3,-1.3,0.1,-1.3,4,1,0.1
O=C1C2C3CCC(CC3)C2C(=O)N1c1ccccc1 (configuration not stated),2,1.8,6,0.2,-0.1,-4.1,17,-2,nt
O=S(=O)(Nc1ccc(-c2cn3ccccc3n2)cc1)c1ccccc1,3,0.2,13,1.0,0.9,0.5,-11,6,0.2
Cc1nn(C)cc1-c1n[nH]c(=S)n1-c1ccc(Cl)cc1,30,1.0,-1,-2.0,0.2,4.7,4,1,-2.5
COC(=O)c1cc(C(=O)OCC(=O)N(C)C2CCS(=O)(=O)C2)cc([N+](=O)[O-])c1 (configuration not stated),-3,-1.1,4,-1.5,-1.3,-0.1,-2,3,-0.1
CCOC(=O)N(C)C[C@@H]1OCc2cn(nn2)CCCC(=O)N([C@@H](C)CO)C[C@H]1C,-5,nt,4,nt,-0.8&-3.1,-0.3,-2,2,-1.3
CS(=O)(=O)c1[nH]nc(-c2cccc(Cl)c2)c1C#N,3,-0.4,5,2.6,-2.3,1.0,-6,0,-2.8
N#CN1CCC(NS(=O)(=O)c2ccc(C(F)(F)F)cc2)C1 (configuration not stated),5,0.8,8,3.4,1.9,0.1,-6,3,-2.5
CC1CCN(c2ccccc2NC(=S)NC(=O)c2cccs2)CC1,2,1.2,-1,-2.6,nt,-0.1,-2,7,-2.9
CCCCC(=O)NC(NC(=S)N1CCCCCC1)C(Cl)(Cl)Cl (configuration not stated),-7,-2.2,-5,0.8,1.1,-0.9,1,-4,-4.9
Cc1ccccc1CN1CCN(C(C)C(=O)NCc2ccccc2)CC1 (configuration not stated),1,-0.7,-6,-0.6,1.2,-1.6,2,3,-0.2
COC(=O)CSc1[nH]c2cc(C)ccc2c1[N+](=O)[O-],-7,0.7,9,1.2,-0.7,0.2,0,-1,0.3
CCCCOC(=O)Cn1c(=N)n(CCN2CCOCC2)c2ccccc21,3,-1.2,0,-0.9,-4.3,-0.9,-8,1,-0.7
C/C(=N\Nc1ccc2nncn2n1)c1ccc(Br)s1,20,1.6,-2,-1.4,-2.5,1.4,12,2,-1.2
C=CCNc1nc2c(c(=O)[nH]c(=O)n2C)n1CCCc1ccccc1,-4,-0.7,8,0.5,-2.7,0.6,5,3,1.5
O=C(NCc1ccco1)C1CCN(c2nc3ccccc3n2Cc2ccc(F)cc2)CC1,-2,2.9,8,-0.8,7.2,-0.4,-12,1,-2.7
CCOc1ccccc1CN1CCNC(=O)C1CC(=O)NC1CCCCC1 (configuration not stated),-1,-0.9,-2,2.4,-0.1,0.8,-2,0,-0.3
O=C(CSc1nnc(NC(=O)c2ccc(F)cc2)s1)NC1CC1,4,0.7,18,1.4,-0.2,0.0,-2,0,-3.8
COc1cccc(C(=O)NCCN2C(=O)S/C(=C/c3cccs3)C2=O)c1OC,-4,0.8,17,2.2,nt,1.5,-4,-1,-1.9
COc1ccc(S(=O)(=O)NCC(c2cccnc2)N2CCN(Cc3ccccc3)CC2)cc1 (configuration not stated),-17,-0.6,3,3.8,-1.4,-1.2,3,0,-0.8
Cc1ccc(CSCC2Nc3ccc(C(=O)N4CCN(c5ccc(F)cc5)CC4)cc3NC2=O)cc1 (configuration not stated),4,-0.2,-6,-2.3,-1.2,-3.3,-1,4,-6.3
N=c1ccn(Cc2ccc(Cl)cc2)cc1,1,-0.3,11,8.5,0.3,-0.2,-3,0,-1.8
O=S1(=O)CCN=C2SC3=C(CCCC3)N21,-2,15,9,0.1,-1.2,1.2,-1,0,-1.3
COCC(=O)n1nc(-c2ccccc2)nc1NCc1ccc(N(C)C)cc1,-5,1.8,-2,1.1,1.7,-1.4,-1,3,-0.8
O=C(Nc1ccccc1)/C(=C\c1ccc2c(c1)OCO2)NC(=O)c1ccco1,-17,-0.6,29,-1.3,-2.9,-1.8,-1,-1,-1.7
CCOC(=O)Cc1c(C)nc2c(-c3ccc(Cl)cc3)cnn2c1C,-3,5.6,0,-2.4,0.3,-2.1,-5,8,1.0
N#CCSc1nc2c(cc1C#N)CCCC2,7,-0.1,10,0.4,nt,1.4,?,-1,-2.1
Cc1nn(Cc2cccc(C(=O)O)c2)c(C)c1[N+](=O)[O-],-2,-0.8,-7,-2.4,-0.9,0.4,-3,1,-3.1
CCC1CCCCN1C(=S)Nc1ccc(S(=O)(=O)Nc2ncccn2)cc1 (configuration not stated),0,-0.6,8,4.3,-1.7,-1.4,-1,5,-0.2
CN1C2CCC1CC(NC(=O)CSc1ccc(Cl)cc1)C2 (configuration not stated),4,-0.6,-5,1.0,nt,0.6,1,-5,-3.6
COc1ccc(-c2ccc(SC)nn2)cc1,6,0.2,-1,2.3,1.4,0.2,-2,4,2.3
COCCNc1nc(N)c([N+](=O)[O-])c(NCc2ccccc2)n1,?,-1.1,22,-0.3,nt,0.4,4,0,-0.6
COc1cccc(-n2cc(C(=O)NC(C)C)c3ccccc3c2=O)c1,?,-1.1,3,2.2,-0.1,-1.5,5,-1,-2.6
CCC(C)N1CC(C(=O)NC2CCCCC2)CC1=O (configuration not stated),-2,0.5,-11,-0.8,0.0,0.1,2,0,-2.4
C/C(=N\NP(=S)(c1ccccc1)c1ccccc1)c1ccc(O)cc1O,5,1.8,32*,-0.9,-0.5,2.4,0,-3,-2.1

Next structures:
molecule,BoNT F protease,PfHsp40 rescue,GDH-TPI inh,UGM FP inh,BioA inh,BoNT-A LC inh2,Anthrax LF inh2,Mtb FBA inh,FadD28 binding
O=C(C1CCC(CNc2c(N3CCCCC3)c(=O)c2=O)CC1)N1CCN(C2CCCCC2)CC1 (configuration not stated),2,0.6,-2,2.1,-2.9,-0.3,1,-4,-2.8
COc1ccc(C2C3=C(CCCC3=O)N(CC(=O)O)C3=C2C(=O)CCC3)cc1Cl,?,-1.7,0,-4.0,-1.1,-0.7,10,178*,-1.0
COc1cc(C(=O)NCCC2=CCCCC2)ccc1OC1CCN(C(C)=O)CC1,4,-0.2,1,-0.2,1.5,-2.1,0,-2,nt
COc1ccc(-c2oc3ccc(-c4cc(OC)c(OC)c(OC)c4)cc3c2C#Cc2ccsc2)cc1,3,-1.5,1,1.0,-1.8,-0.1,-8,2,-2.6
CCCOc1ccc(CNC(=O)Cn2ncc3ccccc32)cc1,-5,5.3,3,-0.6,-0.8,0.1,-8,2,-0.5
COc1ccc(NC(=S)NCCCN2CCN(C3CCCCC3)CC2)cc1,0,-0.6,-7,-2.8,-0.9,0.2,-2,0,-1.1
COc1ccc(Br)cc1/C=N/NC(=O)c1ccco1,-2,-1.7,27,-3.1,nt,-1.6,-7,0,-3.7
CC(=O)c1ccc(NC(=O)C2CCCNC2=O)cc1 (configuration not stated),-1,0.0,-1,-3.3,3.1,?,-4,2,0.1
CCOC(=O)c1sc(NC(=O)OC)c(C(=O)OC)c1C,-4,-1.6,4,-3.8,-1.6,0.2,-2,2,-1.2
CCCN1CCN(C(=O)Nc2ccc(C(=O)OCC)cc2)CC1,-1,1.0,12,0.1,0.0,0.2,-2,1,-1.1
O=C(CNC(=O)c1ccccc1F)OC(C(=O)Nc1cc(C(F)(F)F)ccc1Cl)c1ccccc1 (configuration not stated),4,2.1,8,2.8,nt,2.1,0,-1,0.5
CC1(C)Oc2cc(N)c([N+](=O)[O-])cc2O1,4,-1.9,14,-1.3,0.2,0.8,-4,-8,-1.7
CCn1c(-c2ccccc2Cl)nn(CC(=O)Nc2ccccc2OC)c1=S,-7,11,1,-1.0,1.0,-0.5,-7,1,-0.2
COc1ccccc1N1CCN(C(=O)COc2cc(C)cc3oc(=O)cc(C)c23)CC1,1,-0.1,4,1.3,-3.2,-2.9,-3,5,-2.4
COc1ccc(CNC(=O)c2ccccc2SC)cc1,7,0.4,6,2.0,-0.3,0.2,1,-3,-3.3
Cc1ccc(-c2nn3c(C)nnc3c3ccccc23)cc1S(=O)(=O)NCc1ccco1,5,-0.4,1,-2.7,6.6,-0.6,-3,3,-3.8

Quoted at random: 3 entries already listed
molecule,BoNT F protease,PfHsp40 rescue,GDH-TPI inh,UGM FP inh,BioA inh,BoNT-A LC inh2,Anthrax LF inh2,Mtb FBA inh,FadD28 binding
O=S(=O)(Nc1ccc(-c2cn3ccccc3n2)cc1)c1ccccc1,3,0.2,13,1.0,0.9,0.5,-11,6,0.2
Cc1nn(Cc2cccc(C(=O)O)c2)c(C)c1[N+](=O)[O-],-2,-0.8,-7,-2.4,-0.9,0.4,-3,1,-3.1
O=C(NNC(=O)c1cccnc1SCc1cccc([N+](=O)[O-])c1)c1cccnc1,-5,1.7,10,0.3,nt,-1.3,-2,-4,-0.4
